From PubChem BioAssay
TIM10 inh: growth inhibitors of TIM10 yeast strain; S. cerevisiae TIM10 strain growth, BacTiter-Glo luminescence, 24 h; inhibition, % at 10 µM; 1.4% of 330,000 active; AID 463195;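 active = inhibition of 40% or more at the single tested concentration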;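 note: wild-type TIM10 isogenic control strain grown at permissive 25 °C; 0% = DMSO yeast wells and 100% = minimal medium wells without yeast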
UPR XBP1 act: adaptive UPR (XBP1) activation; CHO-XBP1 luciferase reporter, IRE1-XBP1 UPR activation, luminescence; percent of tunicamycin response, DMSO as zero; activation, % at 20 µM; 0.33% of 330,000 active; AID 463104;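 active = versus positive control, 20 µM dose yields 30% or more activation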;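 note: 100% = tunicamycin at 10 µg/mL and 0% = DMSO only wells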
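Assay system: CHO-XBP1 luciferase reporter cells; Schedule: 6 h treatment, 37 °C; Detection: glow luminescence from Steady-Glo reagent; Benchmarks: high control tunicamycin 10 µg/mL final, low control DMSO vehicle only.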
Jurkat NFkB inh: lowers PMA/ionomycin-induced NF-kB signal in Jurkat cells; 0.53% of 330,000 active; AID 435003; inhibition, % at 4 µM; PMA/ionomycin-induced NF-kB luciferase reporter, luminescence; in the data active = inhibition above about 50%
tim10-1 inh: growth inhibitors of tim10-1 mutant yeast. S. cerevisiae tim10-1 ts strain growth, BacTiter-Glo, 24 h. inhibition, % at 20 µM. 2.2% of 330,000 active. AID 463190;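 active = inhibition of at least 40%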;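 note: mutant grown at 25 °C; 0% = DMSO wells with yeast and 100% = wells holding no yeast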
UPR CHOP act: apoptotic UPR (CHOP) activation; CHO-CHOP luciferase reporter, luminescence; percent of tunicamycin response over DMSO baseline; activation, % at 10 µM; 0.34% of 330,000 active; AID 449763;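 active = at 10 µM dose, activation of 40% or more, normalized to positive control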;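 note: 100% = tunicamycin at 10 µg/mL and 0% = DMSO alone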
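Test system: CHO-CHOP cells, stable luciferase reporter of PERK-eIF2a-CHOP signalling | Quantity: 500 CHO-CHOP cells per well | Buffer or medium: F12 plus 10% serum | Compound dosing: 10 µM single point, 0.5% DMSO | Schedule: 6 h compound treatment, 37 °C | Signal: Luciferase luminescence | Control set: Tunicamycin high control, DMSO low control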
697 NFkB inh: lowers PMA/ionomycin-induced NF-kB signal in 697 B cells; 697 B-cell NF-kB luciferase reporter, 16 h; inhibition, % at 4 µM; 0.33% of 330,000 active; AID 435022; in the data active = inhibition above about 35%
Mdm2-MdmX inh: inhibitors of human Mdm2/MdmX interaction. O15151+Q00987. SaOS-2 split-luciferase Mdm2/MdmX complementation, luminescence. inhibition, % at 8 µM. 3% of 330,000 active;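 active = inhibition of at least 50% at 8 µM in the primary screen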
Target sequence (O15151 whole entry, looked up): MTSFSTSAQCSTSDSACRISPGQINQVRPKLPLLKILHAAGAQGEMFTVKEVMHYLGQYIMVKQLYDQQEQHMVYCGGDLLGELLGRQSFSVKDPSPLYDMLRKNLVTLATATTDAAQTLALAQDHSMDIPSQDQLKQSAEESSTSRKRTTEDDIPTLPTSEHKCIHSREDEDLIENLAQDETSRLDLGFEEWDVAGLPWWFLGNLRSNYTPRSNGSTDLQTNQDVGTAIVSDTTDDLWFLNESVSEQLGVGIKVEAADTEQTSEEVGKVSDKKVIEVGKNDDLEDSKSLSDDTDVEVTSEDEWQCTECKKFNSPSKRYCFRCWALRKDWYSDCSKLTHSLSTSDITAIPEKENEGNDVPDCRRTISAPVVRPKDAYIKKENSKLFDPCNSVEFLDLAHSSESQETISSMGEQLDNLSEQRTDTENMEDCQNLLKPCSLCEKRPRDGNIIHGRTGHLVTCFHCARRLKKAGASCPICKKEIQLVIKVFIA
Target sequence (Q00987 whole entry, looked up): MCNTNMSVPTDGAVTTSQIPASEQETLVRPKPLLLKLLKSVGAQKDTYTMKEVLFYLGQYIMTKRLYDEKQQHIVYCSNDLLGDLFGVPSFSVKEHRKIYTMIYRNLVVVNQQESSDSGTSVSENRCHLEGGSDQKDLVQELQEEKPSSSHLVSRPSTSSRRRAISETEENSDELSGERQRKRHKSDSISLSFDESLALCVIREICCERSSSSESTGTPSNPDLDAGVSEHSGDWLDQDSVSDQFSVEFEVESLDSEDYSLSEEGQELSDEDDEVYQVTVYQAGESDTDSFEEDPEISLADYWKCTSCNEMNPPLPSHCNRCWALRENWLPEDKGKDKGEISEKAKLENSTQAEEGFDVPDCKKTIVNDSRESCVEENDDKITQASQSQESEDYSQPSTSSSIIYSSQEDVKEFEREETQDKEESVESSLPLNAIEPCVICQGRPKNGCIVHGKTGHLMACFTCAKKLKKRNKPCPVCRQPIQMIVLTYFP
tim23-1 inh: tim23-1 yeast growth inhibition. inhibition, % at 20 µM. AID 463212. 1.3% of 330,000 active. S. cerevisiae tim23-1 growth, BacTiter-Glo luminescence, 24 h;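 active = growth inhibition of the mutant yeast at or above 50%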;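 note: temperature-sensitive mutant grown at 25 °C; plate controls were DMSO-treated mutant yeast for no effect and medium wells lacking yeast for full effect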
* hit, by the source's call; i = inactive; . = not tested or not shown.

SMILES	TIM10 inh	UPR XBP1 act	Jurkat NFkB inh	tim10-1 inh	UPR CHOP act	697 NFkB inh	Mdm2-MdmX inh	tim23-1 inh
CCN1C(=O)[C@H]2[C@@H](c3ccc(C)cc3)N3C(=O)N(c4ccc(C(F)(F)F)cc4)C(=O)[C@@]3(CC)[C@H]2C1=O	7	-4	-19	3	-2.0	-2	13	-2
N=c1c(S(=O)(=O)c2ccccc2)cc2c(=O)n3ccccc3nc2n1Cc1cccnc1	4	-1	-9	8	-1.8	7	15	12
C[C@@H]1CN([C@H](C)CO)C(=O)Cc2cc(NS(=O)(=O)c3cn(C)cn3)ccc2O[C@H]1CN(C)S(=O)(=O)c1ccc(Cl)cc1	7	-1	-2	3	2.0	2	-5	10
CCOc1ccccc1-n1cnc2cc(C(=O)NCc3ccco3)ccc21	13	2	7	23	-0.5	6	-3	36
COc1ccc(S(=O)(=O)N2CCCC2)cc1NC(=O)c1ccccc1F	-6	-2	-15	4	2.9	18	8	3
O=C(Nc1ccc(N2CCCC2)c(Cl)c1)c1cccs1	45*	4	-134	28	1.5	-161	-345	50*
C[C@@H]1CCC(=O)N(CC[C@H](Oc2ccccc2)c2ccccc2)CC1	26	2	11	35	2.6	14	-2	38
CC1CN(CCc2ccccc2)c2nc3c(c(=O)n(CC(N)=O)c(=O)n3C)n2C1 (stereo not drawn)	-2	-4	-8	-7	-1.2	4	12	-16
O=C(NC1CCCC1)C(c1cccnc1)N(C(=O)c1ccco1)c1ccc(F)cc1 (stereo not drawn)	8	2	14	-15	-2.2	11	12	-5
COc1ccc(-c2csc(NC(=O)CSc3nnnn3C)n2)c(OC)c1	1	-3	4	11	4.4	3	6	-2
CCn1c(SCC(=O)NNC(=O)c2ccc(OC)cc2)nnc1-c1ccco1	3	-3	-3	0	-0.7	9	-9	11
Cn1c(NC(=O)Cc2cccc3ccccc23)cc(=O)n(C)c1=O	8	-2	12	6	1.3	6	-4	0
COCCn1nnnc1C(c1cccc(C#N)c1)N1CCCCCC1 (stereo not drawn)	-1	1	-7	2	-0.3	3	-10	8
Cc1ccccc1C(=O)N1CCN(c2ccc(NC(=S)NC(=O)c3cccs3)cc2)CC1	15	2	12	21	-1.4	-36	53*	23
O=C(NC1=NCCCCC1)c1cccc2ccccc12	-13	-2	2	-13	0.7	3	-6	6
O=C(Cc1ccccc1)Nc1cccc(-c2nc3ncccc3o2)c1	27	0	-19	21	1.2	-11	-11	15
CC(=O)c1c(C)nc(-c2ccc(OCC(=O)Nc3cccc(C)c3C)cc2)n1O	-2	-3	-2	-23	-1.6	13	10	-14
NC(=O)c1cc2cc(Cl)ccc2o/c1=N/NC(=O)c1cccs1	1	1	-7	-6	4.2	6	-2	-4
Cc1ccc(C(=O)Nc2ncc3c(Cl)cccc3n2)cc1	-20	-7	-77	-11	-2.7	-256	-96	35
Cc1ccc(C(=O)N/N=c2\oc3ccccc3cc2C(N)=O)cc1	-9	4	-8	-23	0.6	17	-14	0
CCOC(=O)c1c(/N=C/c2cc(C)ccc2O)sc2c1CCC2	13	-1	2	4	0.6	-7	-11	3
COc1cc(/C=N/NC(=O)COc2ccc([N+](=O)[O-])cc2)ccc1OCC(=O)N1CCOCC1	3	2	-2	11	0.3	19	-7	0
CCOC(=O)Cn1c2c(c(=N)c3c1CCC3)CCCC2	7	-2	8	-1	2.1	-7	8	0
O=C(CCCn1c(=S)[nH]c2cc3c(cc2c1=O)OCO3)NCc1cccc(Cl)c1	1	-3	-2	10	-0.7	-8	8	9
O=C1/C(=C/c2ccc(Br)cc2)Oc2cc(O)ccc21	29	-1	-11	19	4.0	-33	-29	56*
SMILES	TIM10 inh	UPR XBP1 act	Jurkat NFkB inh	tim10-1 inh	UPR CHOP act	697 NFkB inh	Mdm2-MdmX inh	tim23-1 inh
Cc1onc(-c2c(F)cccc2Cl)c1C(N)=S	-13	-4	-18	-14	0.1	0	18	12
Cc1nn(-c2ccc(C(=O)OC(C)C)cc2)c(C)c1[N+](=O)[O-]	10	2	-33	15	4.5	-20	-38	18
C=CC[C@H](CC(=O)NCCO)C(=O)N[C@@H](COC(=O)[C@H](CC=C)CC(=O)OC(C)(C)C)Cc1c[nH]c2ccccc12	2	-1	12	12	-0.7	6	22	13
CCOC(=O)c1cc(-c2cccc([N+](=O)[O-])c2)on1	-3	1	-15	23	-0.8	13	4	16
CCC(C)(C)C1CCC(=NNC(=O)c2ccc(Br)o2)CC1 (stereo not drawn)	-12	-2	-14	-7	0.5	-22	11	16
Cc1ccc(S(=O)(=O)NCC(=O)N(CC(=O)NCc2ccco2)Cc2ccco2)cc1	2	0	0	3	0.9	-1	14	4
O=C(Nc1ccon1)c1ccc(OC2CCCC2)cc1	10	0	-141	11	7.3	-19	-194	34
O=C(NC1CCCCC1)C1CC(=O)N(c2ccccc2)C1 (stereo not drawn)	2	3	-6	-15	4.9	14	-9	-5
CCCn1c(SCC(=O)Nc2ccccc2Oc2ccccc2)n[nH]c1=O	9	-5	-19	16	0.0	-13	10	6
O=C(CCCc1nc(-c2ccccc2)no1)Nc1cccnc1	3	1	-14	24	0.2	-17	-2	13
COc1cc(OC)cc(C(=O)NN2CCCCC2)c1	9	-3	4	0	0.6	6	-37	5
COc1ccc(C(C(=O)NC(C)(C)C)N(C[C@H]2CC[C@@H]([C@@H]3CC[C@H](CO)O3)O2)C(=O)c2ccccc2)cc1 (stereo partly drawn)	-7	0	.	14	2.1	12	18	25
COC(=O)CN(c1ccccc1F)S(=O)(=O)c1ccc(C)cc1	-16	0	-8	0	-0.2	10	5	4
CCOC(=O)c1cnc(-n2nc(C)cc2C)nc1NNc1nc(-c2ccccc2)cc(-c2ccccc2)n1	11	3	21	20	3.2	4	63*	20
CCNC(=O)c1ccccc1NC(=O)c1cccc(S(=O)(=O)N2CCC(C)CC2)c1	20	7	14	25	7.4	3	0	25
CC1c2ccsc2CCN1C(=O)NC(=O)c1ccc(Cl)cc1 (stereo not drawn)	11	-1	21	-6	-1.7	10	22	24
Cc1[nH]nc2c1C(CC(C)C)C(C#N)=C(N)O2 (stereo not drawn)	-6	1	11	10	-1.6	-34	-3	2
CC1CCN(CCOCCSc2ccc(Cl)cc2)CC1	-30	0	-15	-14	-0.4	-52	0	-32
Cc1cccc(Sc2c([N+](=O)[O-])ncn2C)n1	-3	-2	-7	5	-2.2	-10	7	23
CCCn1c(SCC(=O)N2CCN(CC)CC2)nc2c1c(=O)n(C)c(=O)n2C	8	-2	-17	3	-0.1	1	25	-12
Cc1cc(C)cc(C(=O)Nc2cccnc2Cl)c1	-8	-2	18	-4	3.0	1	27	5
COc1cc(C2=NOC(C(=O)NCc3ccc(F)cc3)C2)cc(OC)c1OC (stereo not drawn)	5	11	68*	18	-1.5	29	61*	24
Cc1cccc(N/C(N)=N/c2nc(C(F)(F)F)cc(=O)[nH]2)c1C	1	-1	-8	11	-0.3	-21	20	7
O=c1oc(-c2ccccc2)nc2sc3c(c12)CCCC3	-4	0	-55	16	3.4	-64	-39	10
Cc1ccc([N+](=O)[O-])cc1NC(=O)c1ccccc1	-2	0	-1	24	-2.1	-3	-2	19

Complete entries from above. Order of values: TIM10 inh | UPR XBP1 act | Jurkat NFkB inh | tim10-1 inh | UPR CHOP act | 697 NFkB inh | Mdm2-MdmX inh | tim23-1 inh
Listed for O=C(Nc1ccc(N2CCCC2)c(Cl)c1)c1cccs1 : 45* | 4 | -134 | 28 | 1.5 | -161 | -345 | 50*
Listed for C=CC[C@H](CC(=O)NCCO)C(=O)N[C@@H](COC(=O)[C@H](CC=C)CC(=O)OC(C)(C)C)Cc1c[nH]c2ccccc12 : 2 | -1 | 12 | 12 | -0.7 | 6 | 22 | 13
Listed for O=C(CCCc1nc(-c2ccccc2)no1)Nc1cccnc1 : 3 | 1 | -14 | 24 | 0.2 | -17 | -2 | 13
Listed for Cc1cccc(N/C(N)=N/c2nc(C(F)(F)F)cc(=O)[nH]2)c1C : 1 | -1 | -8 | 11 | -0.3 | -21 | 20 | 7
Listed for CCN1C(=O)[C@H]2[C@@H](c3ccc(C)cc3)N3C(=O)N(c4ccc(C(F)(F)F)cc4)C(=O)[C@@]3(CC)[C@H]2C1=O : 7 | -4 | -19 | 3 | -2.0 | -2 | 13 | -2

More entries follow:
SMILES	TIM10 inh	UPR XBP1 act	Jurkat NFkB inh	tim10-1 inh	UPR CHOP act	697 NFkB inh	Mdm2-MdmX inh	tim23-1 inh
CCOC(=O)CNC(=O)c1ccc(SCC)cc1	-1	-2	-6	-9	5.6	-47	-6	-3
Cc1ccc(SCC(=O)N(Cc2nc(-c3ccccc3)no2)C(C)C)cc1	8	1	8	36	-0.6	-1	-1	37
NC(=O)C1CCN(CC(=O)Nc2ccccc2Sc2ccccc2)CC1	-5	-2	2	-6	1.0	14	-16	10
CCOC(=O)C1=C(C)N(C)C(=O)NC1c1c(C)nn(-c2ccccc2)c1C (stereo not drawn)	-7	-5	-2	2	-1.2	1	10	8
Cc1nnc(SCc2cc(=O)[nH]c(/N=C(\N)Nc3ccccc3)n2)s1	-6	1	22	-1	4.4	5	36	3
CCC(C)NC(=O)c1ccccc1C(=O)NC(C)CC (stereo not drawn)	-11	-2	-10	12	-3.2	2	8	11
Cc1nc2cc(N3CCCCC3)c(NC(=O)c3cccnc3)cc2c(=O)n1Cc1ccccc1	14	-1	-7	17	0.0	28	29	7
COc1ccc(-c2nnc(Sc3nc4ccccc4o3)c3ccccc23)cc1	42*	-1	6	27	0.4	-10	66*	52*
Cc1ccc(N(CC(=O)N2CCOCC2)S(C)(=O)=O)cc1	10	-1	13	-4	0.5	9	14	6
CC(=O)Nc1ccc(NC(=O)CCn2cnnn2)cc1	-1	-2	-6	6	-1.2	-2	20	1
COc1ccccc1CNC(=O)c1cc(-c2ccncc2)nc2c(Cl)cccc12	1	-5	-19	12	1.3	-1	17	4
COc1ccc(COCC(CC(C)C)N2CCN(C(=O)c3cccc(C(F)(F)F)c3)CCC2=O)cc1 (stereo not drawn)	17	8	8	17	0.7	-7	4	28
CCOc1cc(NC(=S)NCC(C)C)c(OCC)cc1NC(=O)c1ccco1	10	-1	-11	12	-0.7	-20	0	-1
CCOc1ccc(C(=O)N[C@H](C(=O)Nc2cccc(S(=O)(=O)N3CCCCC3)c2)C(C)C)cc1	14	1	26	26	1.7	12	51*	11
COc1cc(-c2nn3c(COc4ccccc4)nnc3s2)cc(OC)c1OC	5	2	11	14	2.9	24	7	8
COc1ccc(CC(=O)Nc2ccc(S(=O)(=O)Nc3cc(C)on3)cc2)cc1OC	7	-4	7	5	-2.6	14	9	17
Cn1c(NC(=O)c2ccc(Cl)cc2)c(-c2ccccn2)c(=O)c2ccccc21	24	-1	12	25	0.6	6	19	8
Cc1ccc2cc(C#N)c(NCCCNC(=O)C3CCCO3)nc2c1 (stereo not drawn)	-18	0	-11	19	-1.6	-1	-7	2
CC(C)[C@H](NC(=O)c1ccccc1)C(=O)OCC(=O)N1CC(=O)Nc2ccccc21	-10	0	21	11	3.6	-4	4	2
Cc1cc(Br)ccc1NC(=O)C1C2CCC(O2)C1C(=O)O (stereo not drawn)	3	0	-3	-4	0.7	-16	11	5
O=C(Nc1ccnn1C1CCN(C(=O)c2ccc(F)cc2)CC1)C1CCOC1 (stereo not drawn)	-6	-4	1	2	2.0	5	8	0
COc1cc(C(=O)NNC(=O)CCOc2ccccc2)cc(OC)c1OC	-1	-2	-15	-8	1.8	10	18	-3
COc1cccc(C2C3=C(N=c4s/c(=C\c5cccc(O)c5)c(=O)n42)c2ccccc2CC3)c1OC (stereo not drawn)	15	0	17	25	3.4	-1	68*	19
Cc1ccc(CSCC(=O)Nc2ccccc2C(=O)O)cc1	18	-4	-25	2	2.6	i	52*	8
CCOC(=O)C1CCN(C(=O)CN(c2ccc(OC)c(OC)c2)S(=O)(=O)c2ccccc2)CC1	10	-1	4	20	0.4	-9	9	7
O=C(Nc1nnc(SCc2ccc(F)cc2)s1)c1ccco1	7	-1	-7	-2	-2.4	-1	13	10
